Bioassay records deposited in PubChem BioAssay by Small Molecule Screening Facility, UW Madison.
PriA SSB inh – inhibitors of Klebsiella pneumoniae PriA binding to SSB C-terminal tail. AlphaScreen SSBct-PriA binding, biotinylated peptide. inhibition, % at 33 µM. 430,000 tested, 0.6% active. AID 1272365; in the data active = inhibition mostly above about 37%, no sharp cut-off; inactive = mostly below about 20%;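 note: plate controls were negative control peptide for no effect and reference peptide for full effect; strong numbers were not always called active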
* hit, by the source's call; i = inactive; & = joins results of further samples.

compound: Cn1nccc1C(=O)Oc1ccc(C=NNC(=O)c2ccccc2O)cc1
  PriA SSB inh: -7

compound: CN(C)S(=O)(=O)c1ccc(C(O)=C(C#N)c2nc3ccccc3s2)cc1
  PriA SSB inh: 14

compound: COCCNC(=O)Cc1ccc(NS(=O)(=O)c2ccc3c(c2)OCCO3)cc1
  PriA SSB inh: -1

compound: COCCN1CCC(CNS(=O)(=O)CCc2ccc(OC)cc2)CC1
  PriA SSB inh: -6

compound: COc1ccc(S(=O)(=O)NCC(c2cccs2)N2CCc3ccccc3C2)cc1OC (configuration not stated)
  PriA SSB inh: -19

compound: C[C@](O)(CNC(=O)c1ccc2c(c1)OCO2)c1cc2ccccc2o1
  PriA SSB inh: -11

compound: O=C(N(Cc1ccc(F)cc1)c1ccccc1)C12CC3CC(CC(C3)C1)C2
  PriA SSB inh: 0

compound: O=C(C1c2ccccc2Oc2ccccc21)N(C[C@H]1CCCO1)c1nc2ccccc2s1
  PriA SSB inh: -11

compound: CCOC(=O)c1ccc(NC(=O)CSc2ccc(-c3cccs3)nn2)cc1
  PriA SSB inh: -3

compound: Cc1ccccc1NC(=O)NCCN1CCC(c2cccs2)CC1
  PriA SSB inh: -18

compound: O=S(=O)(/C=C/c1ccccc1)N1CC(n2cc(COc3ccccc3)nn2)C1
  PriA SSB inh: 6

compound: FC(F)(F)c1cccc(CSc2nc3ccccc3[nH]2)c1
  PriA SSB inh: -22

compound: CCn1ccc(C(=O)Nc2ccc(S(C)(=O)=O)cc2)n1
  PriA SSB inh: 2

compound: COc1ccc2sc(N(Cc3ccccn3)C(=O)C3CCN(S(=O)(=O)c4cccs4)CC3)nc2c1
  PriA SSB inh: -13

compound: CCC(=O)Nc1ccc(S(=O)(=O)NCC(O)c2ccc(OC)c(OC)c2)c(C)c1 (configuration not stated)
  PriA SSB inh: 6

compound: CCOC(=O)N1CCN(S(=O)(=O)c2ccc(C(=O)N(CCN(C)C)c3nc4c(OCC)cccc4s3)cc2)CC1
  PriA SSB inh: -6

compound: Cn1nc(N2CCC(C(=O)NCc3nc(-c4ccccc4)no3)CC2)ccc1=O
  PriA SSB inh: -19

compound: C=CCn1c(SCCC(=O)Nc2ccc(C)cc2)nc2scc(-c3ccc(C)o3)c2c1=O
  PriA SSB inh: 4

compound: CS(=O)(=O)N1CCC(C(=O)Nc2nc(-c3cccnc3)cs2)CC1
  PriA SSB inh: -16&-5

compound: CCOC(=O)c1cccc2c1-c1ccccc1C2=NO
  PriA SSB inh: -14

compound: CCSc1nnc(NC(=O)CSc2nnc(CNC(=O)c3cccs3)n2-c2ccc(F)cc2)s1
  PriA SSB inh: -1

compound: CCc1ccc(C(C)=NNS(=O)(=O)c2ccc(OC)cc2)s1
  PriA SSB inh: -3

compound: CC(C)(C)c1ccc(S(=O)(=O)NCc2ccc(C(=O)Nc3ccccc3F)cc2)cc1
  PriA SSB inh: -6

compound: CCS(=O)(=O)N1CCN(CC(C)O)CC1 (configuration not stated)
  PriA SSB inh: -12

compound: COc1ccc(-n2c(N)c(C(=O)NCc3ccco3)sc2=S)c(OC)c1
  PriA SSB inh: 20

compound: Cc1c(N)cncc1Cl
  PriA SSB inh: -9

compound: O=C(Cc1c(F)cccc1Cl)NCCC(O)C1CCOCC1 (configuration not stated)
  PriA SSB inh: 1

compound: O=C(C(=CO)N=Nc1ccccc1)c1ccncc1
  PriA SSB inh: 39

compound: CCc1nnc(NN=Cc2ccc(O)c(OC)c2)n1N
  PriA SSB inh: -7

compound: COc1cc(C=NNC(=O)C2COc3ccccc3O2)cc(OC)c1O (configuration not stated)
  PriA SSB inh: -8

compound: COc1ccc(-c2cc(COC(=O)CC3CCCCC3)no2)cc1
  PriA SSB inh: -21

compound: CCC(=O)N1CCc2ccc(NC(=O)c3ccc(F)c(F)c3)cc2C1
  PriA SSB inh: -7

compound: O=c1c2nc(N3CCOCC3)sc2c(-c2cccs2)nn1Cc1c(F)cccc1Cl
  PriA SSB inh: -6

compound: CCC(O)=NS(=O)(=O)c1ccc(N=NN(C)C)cc1
  PriA SSB inh: -8

compound: CC(CSc1nnnn1-c1ccccc1)Cn1c(Br)nc2c1c(=O)[nH]c(=O)n2C (configuration not stated)
  PriA SSB inh: -6

compound: CCOC(=O)c1ccc(NC(=O)Cn2c(C)nc3c(sc4cccc(F)c43)c2=O)cc1
  PriA SSB inh: 6

compound: CC(=O)NC(=Nc1nc(C)cc(C)n1)Nc1cc(C)cc(C)c1
  PriA SSB inh: -4

compound: Cc1ccc(NC(=O)CSc2nc3c(-c4ccccc4)c[nH]c3c(=O)n2C)c(Cl)c1
  PriA SSB inh: -7&-2

compound: O=S(=O)(N=C(c1ccccc1)N1CCOCC1)c1ccc(Br)cc1
  PriA SSB inh: -26

compound: Cc1ccc(NC(=O)c2ccc(Nc3nc(-c4ccccc4)c4cc(Br)ccc4n3)cc2)cc1
  PriA SSB inh: -8

compound: Cc1ccc(NC(=O)c2oc3ccccc3c2NC(=O)CCCc2ccccc2)cc1C
  PriA SSB inh: -5&-5

compound: CCOc1ccc(-c2noc(Cn3nc(-c4ccc(C)c(C)c4)ccc3=O)n2)cc1OC
  PriA SSB inh: -9

compound: COC(=O)c1ccc2c(=O)n(CCN(Cc3ccco3)C3CCCC3)c(=S)[nH]c2c1
  PriA SSB inh: -9

compound: O=C(NCc1cnn2ccccc12)c1ccc(Cl)s1
  PriA SSB inh: -5

compound: O=C(C1CCCO1)N1CCc2ccc(NS(=O)(=O)c3ccccc3Cl)cc21 (configuration not stated)
  PriA SSB inh: -4

compound: CCCCn1c(C(=O)N2CCN(c3ccccc3F)CC2)cc2c(=O)n(C)c(=O)n(C)c21
  PriA SSB inh: -14

compound: Cc1n[nH]c(C)c1S(=O)(=O)N1CCCC(Cc2nc(-c3ccsc3)no2)C1 (configuration not stated)
  PriA SSB inh: -19

compound: O=C(CCn1cnc2c([nH]c3ccccc32)c1=O)N1CCN(Cc2ccc3c(c2)OCO3)CC1
  PriA SSB inh: -10

compound: O=C(NCC(O)c1ccc2c(c1)CCO2)c1ccccc1SC(F)F (configuration not stated)
  PriA SSB inh: -4

compound: COc1ccc(C=NNC(N)=S)cc1
  PriA SSB inh: -8

Remaining list, next part
| compound | PriA SSB inh |
| --- | --- |
| COc1ccc(NC(=O)CCCC(=O)O)c(OC)c1 | 4&5 |
| Cc1cc(C(=O)N(CCN2CCOCC2)c2nc3c(C)c(C)ccc3s2)on1 | 2 |
| COc1ccc(S(=O)(=O)NC2CCS(=O)(=O)C2)cc1[N+](=O)[O-] (configuration not stated) | 12 |
| Cn1c(C2CCCN(S(C)(=O)=O)C2)nn(Cc2cccc(Cl)c2)c1=O (configuration not stated) | 3 |
| O=c1ccc(-c2cccnc2)nn1CCNS(=O)(=O)c1ccc2c(c1)OCCO2 | -6 |
| O=C(Nc1ccc(OC(F)(F)F)cc1)c1scc(-c2ccc(Cl)cc2)c1-n1cccc1 | -14 |
| COc1ccccc1NS(=O)(=O)c1ccc(N/N=C/c2ccccc2C(=O)O)c([N+](=O)[O-])c1 | i |
| COc1cccc2cc(C(=O)Nc3ccsc3-c3nc(C4CC4)no3)oc12 | 0 |
| CC(=O)c1ccc(C(=O)N(CCCN2CCOCC2)c2nc3c(F)cc(F)cc3s2)cc1 | 26 |
| CC(C)c1ccc2[nH]c3c(c2c1)CCCC3=NNC(=O)c1ccncc1 | -2 |
| C[C@](O)(CNC(=O)C1CC1)c1ccco1 | -12 |
| CN(C)S(=O)(=O)c1ccc(C(=O)N2CCO[C@H](c3ccc(C(F)(F)F)cc3)C2)cc1 | -6 |

Compounds from the list above that have a thiophene ring, fused or not:
| compound | PriA SSB inh |
| --- | --- |
| COc1ccc(S(=O)(=O)NCC(c2cccs2)N2CCc3ccccc3C2)cc1OC (configuration not stated) | -19 |
| CCOC(=O)c1ccc(NC(=O)CSc2ccc(-c3cccs3)nn2)cc1 | -3 |
| Cc1ccccc1NC(=O)NCCN1CCC(c2cccs2)CC1 | -18 |
| COc1ccc2sc(N(Cc3ccccn3)C(=O)C3CCN(S(=O)(=O)c4cccs4)CC3)nc2c1 | -13 |
| C=CCn1c(SCCC(=O)Nc2ccc(C)cc2)nc2scc(-c3ccc(C)o3)c2c1=O | 4 |
| CCSc1nnc(NC(=O)CSc2nnc(CNC(=O)c3cccs3)n2-c2ccc(F)cc2)s1 | -1 |
| CCc1ccc(C(C)=NNS(=O)(=O)c2ccc(OC)cc2)s1 | -3 |
| O=c1c2nc(N3CCOCC3)sc2c(-c2cccs2)nn1Cc1c(F)cccc1Cl | -6 |
| CCOC(=O)c1ccc(NC(=O)Cn2c(C)nc3c(sc4cccc(F)c43)c2=O)cc1 | 6 |
| O=C(NCc1cnn2ccccc12)c1ccc(Cl)s1 | -5 |
| Cc1n[nH]c(C)c1S(=O)(=O)N1CCCC(Cc2nc(-c3ccsc3)no2)C1 (configuration not stated) | -19 |
| O=C(Nc1ccc(OC(F)(F)F)cc1)c1scc(-c2ccc(Cl)cc2)c1-n1cccc1 | -14 |
| COc1cccc2cc(C(=O)Nc3ccsc3-c3nc(C4CC4)no3)oc12 | 0 |

A few values from the entries so far.
Cn1c(C2CCCN(S(C)(=O)=O)C2)nn(Cc2cccc(Cl)c2)c1=O (configuration not stated) | PriA SSB inh = 3
O=C(Nc1ccc(OC(F)(F)F)cc1)c1scc(-c2ccc(Cl)cc2)c1-n1cccc1 | PriA SSB inh = -14

Looked up by compound from the list above, 2 records:
| compound | PriA SSB inh |
| --- | --- |
| CCOC(=O)N1CCN(S(=O)(=O)c2ccc(C(=O)N(CCN(C)C)c3nc4c(OCC)cccc4s3)cc2)CC1 | -6 |
| O=S(=O)(N=C(c1ccccc1)N1CCOCC1)c1ccc(Br)cc1 | -26 |

Not all compounds are listed; rates above refer to the full screens.
